KOR beta-arrestin-1: KOR antagonists, beta-arrestin recruitment, cell-based, luminescence, uHTS (AID 1778); KOR beta-arrestin recruitment, luminescence, antagonist mode; higher % means a stronger effect; inhibition, % at 10 µM, or IC50 in µM where a hit was titrated; 0.091% of 290,000 active; note: strong numbers were not always called active
Dengue-2 NS5 capping: Dengue-2 NS5 methyltransferase inhibitors, primary screen, biochemical, confirmation dose response (AID 588689); Dengue-2 NS5 methyltransferase capping enzyme assay, biochemical; higher % means a stronger effect; inhibition, % at 25 µM, or IC50 in µM where a hit was titrated; 0.3% of 340,000 active; in the data active = a potency from the dose series; inconclusive = inhibition above about 29% without an active follow-up result
HIV fusion peptide: inhibitors of HIV fusion peptide binding, primary screen, biochemical, uHTS, fluorescence dequenching (AID 1986). cell-free peptide binding, fluorescence dequenching, 30 min; higher % means a stronger effect. 0.3% of 290,000 active. one-dose inhibition, % at 20 µM; IC50 in µM for titrated hits; in the data active = inhibition mostly above about 52%, no sharp cut-off; inactive = mostly below about 76%; note: some results filed as inactive read as strong as hits
West Nile antiviral: inhibition of WNV-induced cytopathic effect – cell-based, CPE readout (AID 1621); West Nile virus-infected cells, CPE inhibition; higher % means a stronger effect; one-dose CPE inhibition, % at 10 µM; IC50 in µM for titrated hits; 0.02% of 290,000 active; in the data active = a potency from the dose series; inconclusive = CPE inhibition mostly from about 3.7% at the one dose, without a potency; inactive = the rest, 99 in 100 with CPE inhibition below about 2.2%; note: strong numbers were not always called active
NOD2 inhibition: inhibition of NOD2-driven NF-kB reporter – cell-based, luminescence, uHTS, HEK293 (AID 1566) | HEK293 NOD2/NF-kB luciferase reporter, luminescence; higher % means a stronger effect | inhibition, % at 4 µM, or EC50 in µM where a hit was titrated | 0.63% of 290,000 active; note: many of its hits are not listed in these tables
Yfh1-depleted yeast: enhancers of respiration in Yfh1-depleted yeast, dose response, Friedreich's ataxia, plus single-dose screen (AID 1465). S. cerevisiae Yfh1-off respiration, WST-1 reduction, 72 h; higher fold induction means a stronger effect. fold induction at 50 µM, or EC50 in µM where a hit was titrated. 0.074% of 220,000 active;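 active = fold induction of absorbance versus untreated yeast above a set limit, then at least 30% activation at any dose in follow-up; inconclusive = repeats straddling the limit, or above it without dose testing; inactive = fold induction below the set limit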;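 note: activators that raise dye reduction in frataxin-depleted yeast; strong numbers were not always called active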
NOD1 inhibition: inhibition of NOD1-driven NF-kB reporter – cell-based, luminescence, uHTS, primary screen (AID 1578) | NOD1-driven NF-kB luciferase reporter cells, luminescence; higher % means a stronger effect | 1% of 290,000 active | inhibition, % at 4 µM; hits with a dose series show EC50 in µM; in the data active = inhibition mostly above about 36%, no sharp cut-off; inactive = mostly below about 34%;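 note: HEK-293T reporter cells stimulated with the NOD1 agonist gamma-tri-DAP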
AID2073: disruptors of CaV2.2 binding to Mint1 – biochemical, HTRF (AID 2073); 0.19% of 290,000 active; inhibition, % at 20 µM, or IC50 in µM where a hit was titrated; HTRF protein-protein interaction, Mint1-CaV2.2; higher % means a stronger effect; in the data active = inhibition mostly above about 51%, no sharp cut-off; inconclusive = no clear call, values can overlap the other calls; inactive = mostly below about 53%; note: some results filed as inactive read as strong as hits
KOR beta-arrestin-2: kappa opioid receptor activators – cell-based, luminescence, uHTS, primary screen (AID 1777); one-dose activation, % at 10 µM; EC50 in µM for titrated hits; 0.02% of 280,000 active; KOR beta-arrestin recruitment, luminescence; higher % means a stronger effect; in the data active = activation above about 50%, passing the limit was not always enough; note: a part of the inactive calls stands beside numbers as strong as those of hits
Dengue-2 NS5 capping pilot replicate: also measured in Dengue-2 NS5 capping; calls as there; inhibition, %; measured here: pilot screen replicate inhibition
Numbers without * were called inactive; i = inactive; ? = inconclusive; . = no result given; & = joins results of further samples; [ ] = remark or other dose. Cut-off read from the data, not from the text of the source, unless noted: active = inhibition above about 50%; inactive = the rest. An excerpt; the hit share may differ from the screen's.

SMILES	KOR beta-arrestin-1	Dengue-2 NS5 capping	HIV fusion peptide	West Nile antiviral	NOD2 inhibition	Yfh1-depleted yeast	NOD1 inhibition	AID2073	KOR beta-arrestin-2	others
CCN(CC)c1ccc(/C=C2\C(=O)NC(=S)N(C)C2=O)o1	9%	-87%	149%	1.1%	-85%	>100µM*	-7%	-5%	2.1%
COc1ccc(OC)c(NP(=O)(Oc2ccc(Cl)cc2)Oc2ccc(Cl)cc2)c1	3%	0%	3.4%	-0.6%	0%	i	3%	0%	3.7%
CC(C)(C)NC(=S)/N=C(\N)N[N+](=O)[O-]	4%	-9%	0.1%	0.0%	12%	i	-22%	10%	-8.2%
CCCCn1c(=O)c(C(=O)Nc2ccccn2)c(O)c2ccccc21	-24%[20 µM]	3%	3.4%	0.7%	29%	.	34%	10%	0.9%
CC(C)(C)c1cc(OC(=O)Cc2ccccc2)ccc1O	18%[20 µM]	-1%	0.2%	-0.2%	11%	.	-16%	-3%	-1.2%
COc1cc2c(c(OC)c1)C(=O)OC(C)CCCC(=O)CCCCC2 (stereo unspecified)	0%	-2%	-1.0%	1.0%	16%	.	-11%	7%	-0.3%
CNC(=O)O/N=C(\N)Cc1csc2ccccc12	16%	-5%	1.0%	0.2%	-10%	i	-12%	-3%	1.1%
CCOC(=O)c1c(C)[nH]c(C)c1C(=O)CSc1nc2ccccc2c(=O)n1-c1ccc(CC)cc1	23%	-1%	-0.3%	-0.3%	5.9µM*	i	6.9µM*	-10%	0.9%
COc1ccc(CCn2c(O)c(C=NCCCN(C)C)c(=O)[nH]c2=O)cc1OC	-14%	-5%	2.7%	-0.2%	1%	i	-28%	1%	1.8%
O=S1(=O)CC2(N3CCOCC3)CCCCC21 (stereo unspecified)	-35%	-9%	-1.7%	0.5%	2%	i	-12%	4%	1.7%
CC1(C)CSC(=NCc2ccccc2)N1	-57%	-7%	1.2%	-0.7%	5%	i	-34%	-3%	6.4%
COc1cc(CN=C(C)c2c(O)n(C3CCCCC3)c(=O)[nH]c2=O)cc(OC)c1	28%	-2%	1.7%	-0.5%	25%	i	-3%	-5%	0.3%
CCOc1cc(C2C(C#N)=C(N)Oc3c2c(=O)oc2ccccc32)ccc1OC(=O)c1cccs1 (stereo unspecified)	11%	-7%	28%	-0.6%	2%	i	-12%	16%	1.4%
CCC(COC(=O)NC)NC(=O)Oc1ccccc1 (stereo unspecified)	2%	2%	1.6%	0.3%	5%	i	0%	-1%	2.3%
O=C(N/N=C/c1c(O)n(CCc2ccccc2)c(=O)[nH]c1=O)c1ccccc1O	-3%	-60%	44%	12%	18%	i	-3%	7%	7.1%
COc1ccc(-c2cc(=Nc3ccccc3)c3cc(C)ccc3o2)cc1	-26%	-4%	-1.5%	-0.7%	-138%	i	-19%	9%	3.8%
COc1ccc(C2SCC(=O)Nc3c2c(=O)[nH]n3C2CCCCCC2)cc1OC (stereo unspecified)	-34%	-8%	0.5%	-1.3%	-7%	i	6%	-3%	9.8%
C=CCn1c(C)c(C=C2C(=O)NC(=O)NC2=O)c2ccccc21	-36%[20 µM]	-14%	7.2%	-0.4%	6%	.	46%	6%	3.7%
O=P(O)(O)C#Cc1ccccc1	18%	.	1.2%	.	3%	.	-13%	15%	1.9%
O=C(CN1CC(c2ccccc2)CC1=O)Nc1ccccc1 (stereo unspecified)	30%	-2%	-1.2%	0.0%	12%	i	-23%	-2%	1.7%
Cc1ccc(O)c(C(=O)c2cc(C(=O)NCCC(C)C)c(=O)n(CCC(C)C)c2)c1	8%	1%	-0.5%	-0.8%	-2%	i	-6%	4%	-4.7%
O=C(CNC(=O)c1ccc(Br)cc1)Nc1ccc(Br)cc1C(=O)c1ccccc1	10%	-5%	1.3%	-1.1%	-18%	i	-2%	-7%	0.3%
O=C(/C=C/c1ccc(Cl)cc1)NC(=S)N1C[C@H]2C[C@H](C1)c1cccc(=O)n1C2	-64%[20 µM]	-6%	-0.6%	0.2%	9%	.	-10%	-16%	-1.2%
O=C(Nc1nccs1)C(Cl)(Cl)Cl	2%	-2%	-1.1%	0.3%	-1%	i	-27%	-4%	-1.1%

Sorted by SMILES length (largest number first): some entries from above
SMILES	KOR beta-arrestin-1	Dengue-2 NS5 capping	HIV fusion peptide	West Nile antiviral	NOD2 inhibition	Yfh1-depleted yeast	NOD1 inhibition	AID2073	KOR beta-arrestin-2	others
O=C(/C=C/c1ccc(Cl)cc1)NC(=S)N1C[C@H]2C[C@H](C1)c1cccc(=O)n1C2	-64%[20 µM]	-6%	-0.6%	0.2%	9%	.	-10%	-16%	-1.2%
Cc1ccc(O)c(C(=O)c2cc(C(=O)NCCC(C)C)c(=O)n(CCC(C)C)c2)c1	8%	1%	-0.5%	-0.8%	-2%	i	-6%	4%	-4.7%
COc1cc(CN=C(C)c2c(O)n(C3CCCCC3)c(=O)[nH]c2=O)cc(OC)c1	28%	-2%	1.7%	-0.5%	25%	i	-3%	-5%	0.3%
O=C(N/N=C/c1c(O)n(CCc2ccccc2)c(=O)[nH]c1=O)c1ccccc1O	-3%	-60%	44%	12%	18%	i	-3%	7%	7.1%
O=C(CNC(=O)c1ccc(Br)cc1)Nc1ccc(Br)cc1C(=O)c1ccccc1	10%	-5%	1.3%	-1.1%	-18%	i	-2%	-7%	0.3%
COc1ccc(CCn2c(O)c(C=NCCCN(C)C)c(=O)[nH]c2=O)cc1OC	-14%	-5%	2.7%	-0.2%	1%	i	-28%	1%	1.8%
COc1ccc(C2SCC(=O)Nc3c2c(=O)[nH]n3C2CCCCCC2)cc1OC (stereo unspecified)	-34%	-8%	0.5%	-1.3%	-7%	i	6%	-3%	9.8%
COc1ccc(-c2cc(=Nc3ccccc3)c3cc(C)ccc3o2)cc1	-26%	-4%	-1.5%	-0.7%	-138%	i	-19%	9%	3.8%
O=C(CN1CC(c2ccccc2)CC1=O)Nc1ccccc1 (stereo unspecified)	30%	-2%	-1.2%	0.0%	12%	i	-23%	-2%	1.7%
CCC(COC(=O)NC)NC(=O)Oc1ccccc1 (stereo unspecified)	2%	2%	1.6%	0.3%	5%	i	0%	-1%	2.3%
O=S1(=O)CC2(N3CCOCC3)CCCCC21 (stereo unspecified)	-35%	-9%	-1.7%	0.5%	2%	i	-12%	4%	1.7%
CC1(C)CSC(=NCc2ccccc2)N1	-57%	-7%	1.2%	-0.7%	5%	i	-34%	-3%	6.4%
O=P(O)(O)C#Cc1ccccc1	18%	.	1.2%	.	3%	.	-13%	15%	1.9%

Carrying on.
SMILES	KOR beta-arrestin-1	Dengue-2 NS5 capping	HIV fusion peptide	West Nile antiviral	NOD2 inhibition	Yfh1-depleted yeast	NOD1 inhibition	AID2073	KOR beta-arrestin-2	others
CCOC(=O)c1c(/N=C/c2c(O)n(-c3ccc(F)cc3)c(=S)[nH]c2=O)sc2c1CCCC2	-5%	-4%	3.3%	.	-3%	.	-4%	-27%	-1.9%
COc1cccc(C2CCN(CC(=O)Nc3cc(Cl)ccc3OC)CC2O)c1 (stereo unspecified)	-4%	-2%	0.5%	-0.2%	29%	.	6%	13%	-2.1%
CCOP(=O)(OCC)/C(C#N)=C/c1ccc(Br)cc1	-4%	-16%	1.2%	-0.1%	13%	i	-5%	4%	2.7%
COc1cccc(N=Nc2ccc(O)c3ncccc23)c1	63%*	6%	-0.8%	?	.	.	3.7µM*	2%	0.7%
CC(=NCCN1CCOCC1)c1c(O)n(-c2ccccc2C)c(=O)[nH]c1=O	2%	3%	-2.4%	0.3%	-4%	i	-12%	-2%	-2.6%	Dengue-2 NS5 capping pilot replicate=0.6
COc1cc2ccc(=O)oc2c2ccoc12	34%	6%	2.7%	0.5%	-18%	i	-4%	15%	-0.2%
Cc1ccccc1N1CCN(C2CCCN(C(=O)Cc3c(C)noc3C)C2)CC1 (stereo unspecified)	6%	-7%	1.3%	-0.5%	6%	.	-21%	-4%	-0.9%
COc1cc(/C=N/NC(=O)Cn2c([N+](=O)[O-])cnc2C)ccc1OC(=O)N(C)C	-23%	3%	-3.5%	-0.2%	15%	i	-3%	-2%	.
Cc1nn(Cc2ccccc2Cl)c(Cl)c1C(=O)OCC(=O)NCc1ccco1	7%	2%	2.3%	0.5%	12%	i	3%	1%	0.8%
O=C(c1ccc(Cl)cc1)C1CCCN(C2CCSCC2)C1 (stereo unspecified)	19%[20 µM]	.	-0.7%	0.1%	-3%	i	-37%	1%	.
O=C(O)c1cccc2nc3ccccc3nc12	-16%	12%	1.4%	-0.6%&-1.1%	20%	48µM*	-24%	-5%	5.2%
Cc1c(N=Cc2c(O)n(Cc3ccc(F)cc3)c(=O)[nH]c2=O)c(=O)n(-c2ccccc2)n1C	-35%	-2%	3.4%	0.2%	-3%	i	0%	0%	-2.9%	Dengue-2 NS5 capping pilot replicate=4.9
C[N+]1(C)CCOC(O)(c2ccc(-c3ccc(C4(O)C[N+](C)(C)CCO4)cc3)cc2)C1 (stereo unspecified)	-16%	1%	0.0%	0.6%	15%	i	-47%	6%	1.7%
OCC12CO[C@@H]3c4ccccc4[C@H](OC1)N32 (stereo partly specified)	-15%	.	-1.1%	0.2%	17%	i	-3%	7%	1.0%
COc1ccccc1CNCCc1ccc(F)cc1	35%	-4%	-0.4%	-0.8%	-14%	.	6%	29%	-4.5%
